ERAP1 inh – ERAP1 (human) enzyme inhibition | AID 652197 | recombinant ERAP1, Leu-AMC fluorescence, 60 min | Q9NZ08 | inhibition, % at 10.7 µM | 340,000 tested, 0.15% active;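 active = mean replicate inhibition of at least 30%, or all replicates individually reaching that 30% level; inactive = mean below 30% and not every replicate reaching it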;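 also: 0% = neutral control wells and 100% = L-leucinethiol positive control wells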
CFTR F508del cor – CFTR F508del correction in bronchial cells; CFBE cells, YFP halide quenching; stimulated with forskolin plus potentiator P3; % fluorescence drop versus neutral controls; activity (quench increase), % at 7.58 µM; 350,000 tested, 0.36% active; AID 720511;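 active = mean added fluorescence quench of at least 8% versus neutral control, with both replicates also reaching 8%; inconclusive = only one of the mean or replicate conditions met; inactive = mean below 8% and not both replicates reaching 8%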;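 also: cells transiently co-express mutant CFTR-F508del with the halide-sensitive YFP; corrector assay measuring rescue of mutant channel to the surface after 24 h compound exposure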
ERp5 inh – blocks human ERp5 reductase activity on insulin; Q15084; ERp5 insulin aggregation, absorbance 650 nm, 90 min; inhibition, % at 9.99 µM; 350,000 tested, 0.05% active;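 active = mean replicate inhibition above about 25%, with every replicate also reaching it, limit read from the data, passing the limit was not always enough; inconclusive = only one of those two criteria met; inactive = neither criterion met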
Target sequence (Q15084 whole entry, looked up): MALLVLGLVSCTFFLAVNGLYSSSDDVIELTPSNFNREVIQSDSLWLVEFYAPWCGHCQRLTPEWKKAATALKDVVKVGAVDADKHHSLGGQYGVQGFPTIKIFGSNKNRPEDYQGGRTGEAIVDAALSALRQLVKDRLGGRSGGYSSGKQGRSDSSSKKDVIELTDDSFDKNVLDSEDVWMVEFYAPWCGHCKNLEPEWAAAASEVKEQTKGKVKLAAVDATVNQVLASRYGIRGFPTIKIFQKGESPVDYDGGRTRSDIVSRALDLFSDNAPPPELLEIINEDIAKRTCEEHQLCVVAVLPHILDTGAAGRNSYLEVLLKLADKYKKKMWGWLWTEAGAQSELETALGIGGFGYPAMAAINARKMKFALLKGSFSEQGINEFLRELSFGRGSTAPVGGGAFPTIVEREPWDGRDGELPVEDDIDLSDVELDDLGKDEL
DENV2 CPE rescue – DENV2-induced cell death inhibition; DENV2-infected cells, cytopathic effect rescue, plate reader; CPE inhibition, % at 9.99 µM; 350,000 tested, 1.7% active; in the data active = CPE inhibition above about 20%, passing the limit was not always enough; inconclusive = no clear call, values can overlap the other calls; tested in BHK-21 cells;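 also: 0% = median of neutral control wells and 100% = median of positive control wells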
SIRT5 inh – blocks human SIRT5 desuccinylation of peptide. inhibition, % at 15 µM. Purified SirT5, succinyl-peptide AMC, trypsin-coupled fluorescence. Q9NXA8. 330,000 tested, 1.1% active. AID 652115; in the data active = inhibition above about 15%; inconclusive = no clear call, values can overlap the other calls
Target sequence (Q9NXA8 whole entry, looked up): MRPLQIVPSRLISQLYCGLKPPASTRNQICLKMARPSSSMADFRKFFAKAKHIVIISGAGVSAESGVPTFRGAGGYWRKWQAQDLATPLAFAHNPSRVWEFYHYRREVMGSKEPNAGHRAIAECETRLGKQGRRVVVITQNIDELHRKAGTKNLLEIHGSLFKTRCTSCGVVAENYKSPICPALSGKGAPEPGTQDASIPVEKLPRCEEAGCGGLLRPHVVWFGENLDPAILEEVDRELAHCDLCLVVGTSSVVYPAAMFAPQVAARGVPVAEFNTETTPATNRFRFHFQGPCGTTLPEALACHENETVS
CASP6 VEID inh – inhibitors of human caspase-6; purified caspase-6, Z-VEID-R110 cleavage fluorescence; inhibition, % at 12.5 µM; 350,000 tested, 0.53% active;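 active = mean inhibition across replicates at least about 35%, with every replicate also reaching that limit, limit read from the data; inconclusive = only one of the two criteria met; inactive = neither criterion met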;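 also: 0% = median of neutral control wells and 100% = no fluorescence left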
miR-122 sensor – inhibitors of miR-122 in Huh7 cells. AID 602342. 340,000 tested, 0.3% active. Huh7 miR-122 Renilla luciferase sensor, 48 h; neutral wells = 0, positive control = 100. activation (reporter increase), % at 12.5 µM;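 active = mean replicate activation score at least 90 and every replicate individually at or above 90; inconclusive = only one of the two criteria met; inactive = neither criterion met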;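 also: higher luciferase means less miR-122 activity so hits act as miR-122 inhibitors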
* hit, by the source's call; u = inconclusive; x = not tested or not shown; [ ] = dose if it differs, or a comment. Not a hit list; 4% or so of the library scored in one or more.

Every second line gives: ERAP1 inh	CFTR F508del cor	ERp5 inh	DENV2 CPE rescue	SIRT5 inh	CASP6 VEID inh	miR-122 sensor
> CCn1c(-c2cc3ccccc3cc2O)n[nH]c1=S
 : -2	x	0	x	5	7	4
> Clc1ccccc1-c1nnc(-c2cccnc2)o1
 : 1	2.5	1	-3	-1	-1	-2
> Cc1ccc(N=Cc2c(O)[nH]c3ccccc23)c([N+](=O)[O-])c1
 : 0	-0.2	-5	x	-10	7	-1
> CN1CCN(c2nc3c(c(=O)n(C)c(=O)n3C)n2Cc2ccc(F)cc2)CC1
 : -2	2.7	-3	-3	2	0	-6
> C[C@H](CO)N1C[C@H](C)[C@@H](CN(C)Cc2ccc(-c3ccccc3)cc2)Oc2ccc(N(C)C)cc2C1=O
 : -5	-1.1	0	u	-1	4	22[16.7 µM]
> COc1ccc(C#Cc2c(-c3ccc(OC)cc3)oc3ccc(-c4ccc5c(c4)OCO5)cc23)cc1
 : 7	-2.8	4	u	-7	-4	-4
> O=C(CSc1ccc2ccccc2n1)NCCCN1CCCC1=O
 : -4	-2.4	1	-1	2	0	-6
> N#Cc1ccc(Oc2ccc(NC(=O)C3CC=CCC3C(=O)O)cc2)cc1 (configuration not stated)
 : -2	-0.3	5	-6	-2	-6	x
> C[C@H]1CN([C@@H](C)CO)C(=O)CCCn2nncc2CO[C@H]1CN(C)C(=O)OCc1ccccc1
 : -1	-1.4	1	-9	3	4	6[16.7 µM]
> COCCNC(=O)Cn1nc(-c2ccc(Cl)cc2)c2ccccc2c1=O
 : -2	-0.7	0	1	-3	0	-3
> CC(CNC(=O)CCc1nnc2ccc(N3CCC4(CC3)OCCO4)nn12)c1ccccc1 (configuration not stated)
 : -8	2.9	5	-3	-1	3	-6
> O=c1cc(NCCc2ccccc2)c2ccccc2o1
 : -15	-0.7	-2	-1	2	3	x
> CCC(/C=N/NC(=O)C(=O)N/N=C/C(CC)CC)CC
 : 16	x	0	-8	-3	3	x
> C[C@@H]1CN([C@@H](C)CO)C(=O)Cc2cc(NS(=O)(=O)c3ccc(Cl)cc3)ccc2O[C@@H]1CN(C)C(=O)Nc1cccc2ccccc12
 : 0	-2.4	5	-3	3	-1	-4[16.7 µM]
> O=C1NC[C@@H](CCCCN2C[C@H](Cc3ccc(O)cc3)N(CCC3CCCCC3)C(=O)C2=O)N(CCC2CCCCC2)C1=O
 : 11	3.7	6	13	-2	3	x
> CN(Cc1ccc2nonc2c1)Cc1nc(Cc2cccc(F)c2)no1
 : -3	-0.5	-4	-3	-1	2	x
> C[C@@H]1CN([C@H](C)CO)C(=O)c2cc(C#CC(C)(C)O)cnc2O[C@H]1CN(C)C(=O)CN(C)C
 : 1	-0.9	-6	-7	-7	0	-3[16.7 µM]
> COc1ccc(C(=O)OCC(=O)c2ccc(C)c(S(=O)(=O)N3CCOCC3)c2)cc1OC
 : -1	0.6	5	0	25*	2	-8
> CCN1C(=O)[C@H]2[C@@H](c3ccc(-c4ccc(F)cc4)c(OC)c3)N[C@@](C)(C(=O)OC)[C@H]2C1=O
 : -2	0.2	5	-5	x	x	x
> CN(CC(=O)Nc1cc(S(=O)(=O)N2CCCC2)ccc1Cl)Cc1cccs1
 : x	0.6	7	-3	-1	1	-6

(next part)
Every second line gives: ERAP1 inh	CFTR F508del cor	ERp5 inh	DENV2 CPE rescue	SIRT5 inh	CASP6 VEID inh	miR-122 sensor
> O=C(CSc1ccc2nnc(-c3ccccc3)n2n1)N1CCCCC1
 : 4	0.0	0	-2	-4	1	x
> C[C@H](CO)N1C[C@H](C)[C@@H](CN(C)S(=O)(=O)c2ccccc2)Oc2ccc(NC(=O)Nc3ccc(F)cc3)cc2CC1=O
 : -4	-2.5	4	13	3	0	0[16.7 µM]
> COc1ccc(CC(=O)NCc2nn(-c3ccccc3)nc2C)cc1OC
 : 2	-1.6	-1	-2	-2	5	x
> O=C(CN1CCN(S(=O)(=O)c2cccc(F)c2)CC1)Nc1ccnn1C1CCCC1
 : -4	3.1	-19	13	1	-2	x
> COc1ccc2nc(NC(=O)C(NS(=O)(=O)c3cccc4nsnc34)C(C)C)sc2c1 (configuration not stated)
 : -1	-1.8	4	u	-3	1	9
> O=C(O)C1CN(C(=O)c2cccc(Br)c2)C1
 : -5	2.3	-9	-9	-2	3	3
> Clc1ccc(N2CCN(c3nc4nonc4nc3N3CCSCC3)CC2)nc1
 : 2	0.9	-5	-3	-3	-1	-2
> CCSC1=NCCN1S(=O)(=O)c1ccc2ccccc2c1
 : -1	1.0	1	3	-4	-1	x
> CC1=C(C(=O)N(C(C)C)C(C)C)CC(CC(=O)NCCN2CCOCC2)C(=O)N1Cc1ccccc1 (configuration not stated)
 : x	-3.0	2	5	4	-3	-6
> Cc1cc(-c2ccc(S(=O)(=O)N3CCCCC3)s2)on1
 : -2	2.0	1	2	-4	-3	-3
> O=C(NCc1ccc2c(c1)OCO2)c1nc(Cn2cc([N+](=O)[O-])cn2)no1
 : -3	-2.8	-7	-3	0	0	-5
> Cc1ccccc1CC(=O)Nc1ccc(S(=O)(=O)N2CCN(C)CC2)cc1
 : 0	-5.2	14	-7	7	-1	-2
> CN1CCN(C(=S)c2ccc(-c3cc(Cl)ccc3Cl)o2)CC1
 : -7	5.1	4	0	0	-4	x
> O=C(NC(C(=O)N/N=C/c1ccccn1)c1n[nH]c(=O)c2ccccc12)c1ccccc1 (configuration not stated)
 : -1	-1.9	-2	0	2	1	-2
> Cc1[nH]nc2c1C(c1ccccc1)N(Cc1ccccc1)C2=O (configuration not stated)
 : -3	-2.2	1	-1	x	1	x
> O=C1OC(N2C(=O)CC[C@H]2C(=O)Nc2ccc3c(c2)OCO3)c2ccccc21 (some centres not stated)
 : -1	0.6	-3	0	7	-2	-6
> CCOC(=O)[C@H]1[C@H]2COc3ccccc3[C@@H]2N2C(=O)c3cc(Cl)ccc3NC(=O)[C@@]12C
 : x	-0.9	0	-11	x	0	46
> Cc1cccc(C)c1NC(=O)CNC(=O)COC(=O)c1ccc(Cl)s1
 : 1	-3.1	-1	-6	1	-2	x
> O=C(NCCN1CCOCC1)c1ccc(/C=C2\Sc3ccccc3N(Cc3ccc(F)cc3)C2=O)cc1
 : 5	-2.8	-1	4	-2	-1	-5
> O=C(COc1ccc([N+](=O)[O-])cc1Cl)N(C1CCCCC1)C1CCS(=O)(=O)C1 (configuration not stated)
 : 3	-0.9	12	-4	-3	3	-4

Nothing new here: an excerpt of the list.
Every second line gives: ERAP1 inh	CFTR F508del cor	ERp5 inh	DENV2 CPE rescue	SIRT5 inh	CASP6 VEID inh	miR-122 sensor
> O=C(CSc1ccc2nnc(-c3ccccc3)n2n1)N1CCCCC1
 : 4	0.0	0	-2	-4	1	x
> C[C@H](CO)N1C[C@H](C)[C@@H](CN(C)S(=O)(=O)c2ccccc2)Oc2ccc(NC(=O)Nc3ccc(F)cc3)cc2CC1=O
 : -4	-2.5	4	13	3	0	0[16.7 µM]
> COc1ccc(CC(=O)NCc2nn(-c3ccccc3)nc2C)cc1OC
 : 2	-1.6	-1	-2	-2	5	x
> O=C(CN1CCN(S(=O)(=O)c2cccc(F)c2)CC1)Nc1ccnn1C1CCCC1
 : -4	3.1	-19	13	1	-2	x
> COc1ccc2nc(NC(=O)C(NS(=O)(=O)c3cccc4nsnc34)C(C)C)sc2c1 (configuration not stated)
 : -1	-1.8	4	u	-3	1	9
> O=C(O)C1CN(C(=O)c2cccc(Br)c2)C1
 : -5	2.3	-9	-9	-2	3	3
> Clc1ccc(N2CCN(c3nc4nonc4nc3N3CCSCC3)CC2)nc1
 : 2	0.9	-5	-3	-3	-1	-2
> CCSC1=NCCN1S(=O)(=O)c1ccc2ccccc2c1
 : -1	1.0	1	3	-4	-1	x

More results.
Every second line gives: ERAP1 inh	CFTR F508del cor	ERp5 inh	DENV2 CPE rescue	SIRT5 inh	CASP6 VEID inh	miR-122 sensor
> COC(=O)[C@]1(S(=O)(=O)c2ccccc2)C[C@@H]2ON=C(c3ccc(OC)cc3)[C@@H]2C1
 : 2	0.2	-4	-10	-6	-5	11
> COc1cccc(C(NC(C)=O)c2nc(-c3cccc(C(=O)O)c3)cs2)c1 (configuration not stated)
 : 0	0.3	2	6	-3	3	7
> Cc1c(NC(=S)NC(=O)c2ccc(COc3ccccc3)cc2)cccc1C(=O)O
 : -24	-0.7	5	16	-3	12	2
> N#C/C(=N\O)c1nc2ccccc2s1
 : -2	0.0	6	13	15	10	5
> CN1C(=O)N(CC(=O)Nc2ccc(C(F)(F)F)cc2)C(=O)C12CCCCC2
 : 1	2.6	0	-2	-1	1	8
> CC(C)[C@H](NC(=O)C1CCN(S(=O)(=O)c2ccccc2)CC1)C(=O)NCc1ccc(F)cc1
 : -1	-3.2	-2	-3	-4	-4	-1
> O=C(C[C@H]1C/C=C\CC[C@H](Cc2ccc(F)cc2)C(=O)OC[C@H]2CCCN2C1=O)N[C@@H](CO)Cc1ccccc1
 : -3	4.8	5	-8	1	3	-7
> CS(=O)(=O)Nc1ccc2c(c1)[C@@H]1C[C@H](CC(=O)N3CCc4ccccc4C3)O[C@@H](CO)[C@@H]1O2
 : 0	-1.1	0	u	-1	-2	11[16.7 µM]
> CO[C@@H]1CN(C)C(=O)c2cc(NS(C)(=O)=O)ccc2OC[C@H](C)N(Cc2nccs2)C[C@@H]1C
 : -3	1.9	-1	0	-3	1	15[16.7 µM]
> CCCc1nnc(NC(=O)CCC(=O)NC2CCCCCC2)s1
 : 0	1.4	-12	5	-1	0	x
> Cc1ccc(S(=O)(=O)CC(=O)c2cc(C)c(O)c(C)c2)cc1
 : -3	0.3	-2	-1	-2	2	-2
> Cc1c(Cl)cccc1NC(=O)CNC(=O)CCS(=O)(=O)c1ccc(F)cc1
 : -2	-4.1	5	2	2	-2	-5
> COc1cc(-c2n[nH]c(=S)n2/N=C/c2cccn2C)cc(OC)c1OC
 : 5	0.4	4	-2	6	2	x
> N#C[C@@H]1[C@@H](c2ccc(C#CC3(O)CCCC3)cc2)[C@@H](CO)N1C(=O)C1CC1
 : 1	-5.5	-2	2	2	2	x
> C[C@@H]1CN([C@H](C)CO)C(=O)c2ccccc2-c2ccccc2CO[C@@H]1CN(C)C(=O)c1ccncc1
 : -6	-2.4	5	8	2	0	x
> O=C(O)c1cc(S(=O)(=O)N2CCCCC2)sc1Cl
 : 2	x	0	-5	-5	-3	x
> O=C(Nc1ccccc1F)N[C@H]1CC[C@H](CCNC(=O)C2CCOCC2)O[C@@H]1CO
 : 0	5.8	-3	-4	0	-1	x
> CCN1C(=O)[C@H]2[C@H]3CN=C(SCc4ccc(C)cc4)N3[C@@](Cc3ccccc3)(C(=O)OC)[C@H]2C1=O
 : -2	-0.1	-2	-12	-1	1	2
> COc1cccc(C(C(=O)NC2CCCC2)N(C(=O)c2ccco2)c2cccc(C(C)=O)c2)c1OC (configuration not stated)
 : 0	1.5	0	-4	-12	8	3
